# High-throughput results deposited in PubChem BioAssay by several laboratories.
# Lmaj promast: reduces viability of Leishmania major promastigotes | resazurin fluorescence viability | inhibition, % at 10 µM | 200,000 tested, 9% active | AID 1063; in the data active = inhibition above about 50%;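 note: promastigotes grown with compound for 44 hours at 28 °C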
# Diaphorase inh: diaphorase inhibition or chemical oxidation counter-screen; diaphorase resazurin-to-resorufin fluorescence, NADH, 16 min; bacterial (C. kluyveri) enzyme, not human; inhibition, % at 20 µM; 190,000 tested, 0.69% active;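 active = primary screen inhibition at 20 µM above a set limit, cut at about 50% in these data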;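 note: plate controls were DMSO with full reaction for no effect and wells lacking NADH for full effect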
#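 System: Bacterial diaphorase enzyme (C. kluyveri) | Incubation: 16-min room-temperature incubation before reading | Benchmarks: No-NADH positive control and DMSO neutral control | Measured by: Resorufin fluorescence 544/590 nm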
# bIAP activator: increases bovine intestinal alkaline phosphatase activity. purified bovine IAP, CDP-star luminescence, 30 min; hits give high values; fold of DMSO-control signal, blank-subtracted. activation factor at 20 µM. 200,000 tested, 0.17% active. AID 1016;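 active = activation factor of 2 or more at 20 µM, a signal rise over negative controls twice the positive control's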
# TNAP inh no acc: TNAP (human) inhibition, acceptor-free conditions; P05186; purified TNAP, CDP-star luminescence, 30 min; inhibition, % at 20 µM; 200,000 tested, 0.26% active; AID 1012;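 active = tissue-nonspecific alkaline phosphatase inhibition above about 50% at 20 µM in the single-dose screen, limit read from the data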;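 note: 0% = DMSO negative control and 100% = EDTA positive control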
# Target sequence (P05186 whole entry, looked up): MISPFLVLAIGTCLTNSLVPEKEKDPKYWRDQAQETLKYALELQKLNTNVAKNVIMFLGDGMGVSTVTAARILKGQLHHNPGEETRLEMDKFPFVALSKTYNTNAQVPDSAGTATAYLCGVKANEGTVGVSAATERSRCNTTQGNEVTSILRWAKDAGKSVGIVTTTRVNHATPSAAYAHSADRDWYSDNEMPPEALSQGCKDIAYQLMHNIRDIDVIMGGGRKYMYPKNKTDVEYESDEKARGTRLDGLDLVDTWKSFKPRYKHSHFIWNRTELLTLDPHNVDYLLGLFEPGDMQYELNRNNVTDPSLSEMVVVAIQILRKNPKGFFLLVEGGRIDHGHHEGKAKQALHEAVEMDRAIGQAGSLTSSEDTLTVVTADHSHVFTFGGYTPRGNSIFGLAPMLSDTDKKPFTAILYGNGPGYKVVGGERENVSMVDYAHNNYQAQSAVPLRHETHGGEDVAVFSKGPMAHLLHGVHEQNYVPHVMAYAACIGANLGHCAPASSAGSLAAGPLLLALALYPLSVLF
# PMI act hi M6P: increases human PMI activity with near-saturating mannose 6-phosphate; P34949; coupled PMI enzyme assay, resazurin fluorescence, 20 min; hits give high values; 1 = untreated enzyme, 0 = substrate-free blank; activation factor at 20 µM; 190,000 tested, 0.34% active; AID 1216;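 active = activation factor of 2 or more at 20 µM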
# Target sequence (P34949 whole entry, looked up): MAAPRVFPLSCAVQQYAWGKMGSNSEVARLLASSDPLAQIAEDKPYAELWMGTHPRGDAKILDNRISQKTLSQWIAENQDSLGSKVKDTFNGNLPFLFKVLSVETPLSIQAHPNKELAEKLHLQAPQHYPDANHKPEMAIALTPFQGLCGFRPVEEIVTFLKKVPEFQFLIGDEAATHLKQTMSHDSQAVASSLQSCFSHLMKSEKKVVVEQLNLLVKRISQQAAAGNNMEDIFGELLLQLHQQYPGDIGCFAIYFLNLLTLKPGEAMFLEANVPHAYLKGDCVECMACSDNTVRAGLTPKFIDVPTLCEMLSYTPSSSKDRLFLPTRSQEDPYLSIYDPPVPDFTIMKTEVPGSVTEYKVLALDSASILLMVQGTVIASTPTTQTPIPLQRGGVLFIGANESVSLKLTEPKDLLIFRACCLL
#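 Test system: Human PMI in coupled enzyme assay | Input: 15 ng/mL PMI | Medium: HEPES-buffered pH 7.4 with magnesium and detergent | Compound: One concentration, 20 µM, in 1% DMSO | Incubation: Enzyme reaction with compound 20 min at room temperature | Detection: Diaphorase-driven resazurin-to-resorufin fluorescence, excitation 544, emission 590 nm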
# Diaphorase act: diaphorase activation or chemical reduction counter-screen | Diaphorase/resazurin coupled assay, resorufin fluorescence, 16 min; hits give high values; 1 = vehicle wells, 0 = NADH-free wells | activation factor at 20 µM | 190,000 tested, 0.005% active;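 active = diaphorase activity raised at least twofold by the compound at 20 µM; inactive = activation factor below 2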
#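 Test system: Clostridium kluyveri diaphorase, purified enzyme. Buffer or medium: 50 mM HEPES pH 7.4 buffer plus MgCl2 and Tween 20. Also added: 0.114 mM NADH and 0.1 mM resazurin, final amounts. Dosing: compound 20 µM once, DMSO 1%. Schedule: 16 min enzyme reaction, ambient temperature. Detection: fluorescence of resorufin, 544 nm excitation, 590 nm emission.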
# TNAP inh hiacc: blocks human TNAP under high phosphate acceptor concentration. purified TNAP, CDP-star luminescence, 1 M DEA. inhibition, % at 20 µM. P05186. 200,000 tested, 0.03% active. AID 1135;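 active = over 50% inhibition of tissue-nonspecific alkaline phosphatase at 20 µM in the single-dose screen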;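 note: plate controls were DMSO wells for no effect and EDTA-quenched wells as full inhibition for full effect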
# TNAP act hi DEA: TNAP (human) activation, high acceptor; P05186; purified TNAP, CDP-star luminescence, 1 M DEA, 30 min; hits give high values; 0 = EDTA background, 1 = DMSO-only activity; activation factor at 20 µM; 200,000 tested, under 10 active; AID 1136;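 active = activation factor at least 2 at 20 µM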
#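 Dosing: 20 µM single point. System: human TNAP. Amount: TNAP 1/800 final. Incubation: 30 min, room temperature. Read-out: TNAP activation factor scaled between EDTA and DMSO control wells. Signal: luminescence from CDP-star hydrolysis. Medium: 1 M DEA, pH 9.8, Mg2+, Zn2+. Control set: EDTA negative control, DMSO positive control.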
# bIAP inhibitor: blocks bovine intestinal alkaline phosphatase activity | 190,000 tested, under 10 active | inhibition, % at 20 µM | AID 1019 | purified bovine IAP, CDP-star luminescence, 30 min;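 active = over 50% inhibition of intestinal alkaline phosphatase at 20 µM in the single-dose screen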
#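 Incubation: 30 min reaction at room temperature / Material: purified bovine intestinal alkaline phosphatase (IAP) enzyme / Input: enzyme at 1/65,000,000 dilution / Dosing: 20 µM single dose / Signal: CDP-star luminescence signal / Reagent: CDP-star chemiluminescent phosphatase substrate, 30 µM final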
# PMI activator: increases human mannose-6-phosphate isomerase activity; activation factor at 20 µM; 190,000 tested, 0.005% active; purified human PMI, coupled resazurin fluorescence, 20 min; hits give high values; 1 = vehicle control, 0 substrate-free wells; AID 1214;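 active = activation factor of 2 or more at 20 µM, relative to plate controls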
# Active calls of the source: *; · = not tested or not shown. Rows were taken by chance; about 10% have a hit in one of these screens.
Compound	Lmaj promast	Diaphorase inh	bIAP activator	TNAP inh no acc	PMI act hi M6P	Diaphorase act	TNAP inh hiacc	TNAP act hi DEA	bIAP inhibitor	PMI activator
O=C1N=c2ccccc2=C1c1sc(Nc2ccc(O)cc2)nc1O	11.5	14.3	0.6	81.6*	1	0.9	44.4	0.6	38.6	1
Cc1ccc(CN(C)CCc2ccccn2)cc1	14.3	10.7	0.9	-13.9	1	0.9	0.4	1	5.7	0.9
O=C(/C=C\c1ccco1)Nc1ccc(N2CCN(C(=O)c3ccccc3)CC2)cc1	1.1	5.9	0.7	-2.2	1	0.9	1.0	1	27.3	1.1
NC(=O)c1ccc(NC(=O)c2ccc(CN3CCOCC3)cc2)cc1	-4.1	2.7	1	-10.4	1	1	-0.5	1	2.3	0.9
CCC(NC(=O)c1cccc(Cn2nc(C)c([N+](=O)[O-])c2C)c1)c1ccc(C(C)C)cc1 (centres undefined)	-16.6	9.1	0.7	-5.9	1	0.9	-5.4	1.1	33.7	1
COC(=O)C1CCN(C(=O)COc2cc3sc(C)nc3c3sccc23)CC1	14.4	23.5	1	-6.7	0.8	0.8	-4.3	1	1.5	0.7
Cc1cc(NC(=O)CSc2nc3ccccc3[nH]2)no1	0.7	-4.4	1.3	-25.7	1	1	-4.9	1	-27.0	1
CCOC(=O)/C(=C/c1ccc(OC(=O)c2ccccc2)cc1)C(C)=O	-0.7	9.7	1	2.5	1	0.9	3.2	1	-3.4	1
COc1ccccc1NC(=O)c1cc(C(=O)O)ccc1C(=O)O	-0.7	16.5	1	-9.6	0.9	0.8	-4.5	1	2.2	0.9
Cc1ccc(Cn2ccc(NC(=O)c3noc4c3CCCC4)n2)cc1	-4.1	15.8	0.9	-14.8	0.8	0.8	-8.7	1.1	12.7	0.9
COC(=O)c1c(NC(=O)Nc2ccc(Cl)cc2)sc(C)c1C	-4.5	2.3	0.6	-12.3	1.1	1	-2.8	1	36.9	1
N#CC1(Cc2ccc(Cl)cc2)c2ccccc2C=CN1C(=O)c1ccccc1 (centres undefined)	39.6	-9.0	0.7	-4.2	1.1	1.1	-10.8	1.1	29.7	1
CC1CN(C(=O)c2cccc(S(=O)(=O)N3CCOCC3)c2)CC(C)O1 (centres undefined)	-7.0	12.2	0.9	-8.2	0.9	0.9	-3.5	1	5.8	0.9
O=c1c(N2CCOCC2)coc2ccccc12	-3.1	-26.8	1.1	-8.4	2.8*	1.3	·	·	-12.6	1.8
Cc1cc(-c2nnc(CCC(=O)NCc3ccc(F)c(F)c3)o2)no1	4.7	·	1.2	-9.8	·	·	-1.7	1	-20.2	·
CCC(=O)Oc1ccc(C(=O)Nc2ccc([N+](=O)[O-])cc2)cc1	5.2	-24.2	1	-5.4	1	1.2	-2.9	1	0.0	1.1
N#Cc1ccc(OCC(=O)N2CCN(S(=O)(=O)c3cccs3)CC2)cc1	-3.9	13.4	0.9	-10.9	1.1	0.9	-6.8	1.1	9.6	1
O=[N+]([O-])c1ccc(N2CCOCC2)cc1N1CCCCC1	0.6	-5.1	0.9	10.0	1	1.1	16.8	0.8	12.8	1.1
O=C(Cc1ccc([N+](=O)[O-])cc1)NCc1ccc2c(c1)OCO2	-8.2	5.3	0.9	-14.2	1	0.9	1.8	1	7.1	1
CC(=O)Nc1ccc(NC(=O)CCSCCc2ccccn2)cc1	-5.9	4.3	1.1	0.6	1	1	-1.8	1	-10.8	1
CC(C)(C)c1ccc(-c2nc(C#N)c(NCc3cccnc3)o2)cc1	25.5	21.2	0.9	-5.0	0.9	0.8	-2.9	1	5.9	0.7
Nc1ccc2nc(NC(=O)C3CCCCC3)sc2c1	9.2	12.9	0.9	-12.0	0.7	0.9	-6.5	1.1	6.6	0.9
CCOc1ccc(CCNC(=O)C2CCN(c3nnc(-n4cccc4)s3)CC2)cc1OCC	-3.9	14.0	1.1	-24.2	0.9	0.9	-4.9	1	-5.3	0.9
O=C(NCc1cccc(Cl)c1)c1cnccn1	-9.2	2.6	1	1.9	1.1	1	3.3	1	-1.8	1
CCN1C(=O)/C(=C2/C=CC=CN2C)OC1=S	-1.7	9.6	0.7	4.5	1	0.9	0.1	1	33.6	1
O=C1C=C(NC2CC2)C2(CCCCC2)O1	5.2	20.4	0.9	-11.3	0.9	0.8	-5.0	1.1	7.1	0.9
COc1ccc(CCNC(=O)CC2SC(=Nc3cc(C)cc(C)c3)NC2=O)cc1OC (centres undefined)	1.7	5.9	1.4	-8.3	0.9	0.9	2.6	1	-40.0	0.9
O=C(CCCCCNC(=O)c1ccccc1Br)N=Nc1c(O)[nH]c2ccccc12	-5.5	1.8	1.1	-32.7	1	1	3.0	1	-13.0	1.1
Cc1ccc(C(=O)N(Cc2ccccc2)C(C)(C)C)cc1C	11.6	-0.4	1	-4.7	1.1	1	1.0	1	-1.1	1.1
COc1ccccc1CNC(=O)COC(=O)c1cc(C)oc1C	-1.4	-7.0	1.1	-7.2	1.2	1.1	-5.2	1.1	-13.4	1.2
CC1(C)CC(CC(=O)O)(c2ccc(F)cc2)CCO1 (centres undefined)	-6.0	10.5	1	-7.0	1	0.9	-1.5	1	2.3	0.9
Cc1ccccc1NC(=O)COC(=O)c1ccc(CSc2ccc(Cl)cc2)cc1	-12.1	-4.9	1.1	-3.9	0.8	1	2.7	1	-6.0	0.9
COc1ccccc1NC(=O)N1CCN(c2cc(-c3ccccc3)nc3ncnn23)CC1	7.7	8.3	1	-14.6	1	0.9	-5.2	1.1	-4.4	1.1
CCOC(=O)CN1C(=O)S/C(=C/c2cccc([N+](=O)[O-])c2O)C1=O	-7.5	2.1	1.1	23.7	1.3	1	33.7	0.7	-5.9	1.2
CCc1ccc(C2=Nn3c(nnc3-c3cccs3)SC2)cc1	15.5	26.1	0.9	-7.2	1	0.7	-3.7	1	11.8	1
COc1cccc(N2C(=O)CC(Nc3ccc(N4CCOCC4)cc3)C2=O)c1 (centres undefined)	-7.2	15.9	0.9	-10.4	0.9	0.8	-4.3	1	7.7	1
Cc1cccnc1Sc1c([N+](=O)[O-])ncn1C	-4.1	1.0	0.9	-4.5	1.1	1	6.0	0.9	11.5	1
CCOC(=O)C1(Cc2cccc(OC)c2)CCN(Cc2ccccc2OC)CC1	20.2	14.8	1.1	-6.1	1	0.9	-8.3	1.1	-14.6	1
CCOc1cc(C(=O)NC(C)COC)cc(OCC)c1OCC (centres undefined)	-4.3	5.9	1	-12.3	1.1	0.9	-4.9	1	2.7	1.1
COC(=O)c1c(/N=C/NOCc2ccc(Cl)cc2)sc2c1CCN(c1ncc(C(F)(F)F)cc1Cl)C2	9.7	-4.8	0.9	-24.9	1	1	-6.5	1.1	5.0	1
O=C(O)CCc1nn2c3ccccc3n(CC(=O)O)c2nc1=O	3.1	-10.0	1.1	5.3	1.1	1.1	0.7	1	-10.5	1.2
C/C(=N\Nc1ccccn1)c1ccc(N2CCOCC2)cc1	42.5	12.5	1	-3.8	0.6	0.9	0.3	1	-4.7	0.9
CC#CCCCC(=O)Nc1cc(OC)nc(OC)n1	1.3	8.4	1	-4.7	0.9	0.9	2.3	1	1.6	0.8
COc1cccc(CN2CCN(C(=O)c3cccs3)CC2)c1OC	-6.6	21.9	1	-3.4	0.9	0.8	-4.7	1	4.7	0.9
CCOC(=O)C1CCCN(Cc2ccc(OCC)cc2)C1 (centres undefined)	89.5*	5.2	1	-12.2	1.1	0.9	-3.0	1	-2.3	1
Cc1occc1C(=O)Nc1c(F)c(F)c(F)c(F)c1F	2.9	5.6	0.9	-11.5	1.1	0.9	-4.0	1	5.4	1
O=C(NNC1=C(C(=O)C(F)(F)F)CCC1)c1cccc(O)c1	-5.9	12.0	1	-12.3	1.5	0.9	-3.6	1	4.9	1.4
O=C1CCCN1CCC1CCN(C(=O)Nc2ccccc2)CC1	-6.7	7.0	0.9	-6.5	1	0.9	3.5	1	11.1	1
CCOc1ccc(NC(=NCc2ccc3c(c2)OCO3)SC2CC(=O)N(c3ccccc3)C2=O)cc1 (centres undefined)	0.1	-2.0	0.9	3.7	1.1	1	6.9	0.9	9.8	1
O=C(NCc1ccccn1)c1c(Cl)cccc1Cl	-4.2	10.2	0.9	0.5	1	0.9	-9.6	1.1	10.9	1
O=C(NCCCN1CCOCC1)c1ccc(CS(=O)(=O)Cc2ccc(Cl)cc2)o1	3.1	10.8	0.9	-14.4	1	0.9	-4.4	1	6.4	1
O=C(NCC1OCCc2ccccc21)c1ccc(NC(=O)c2cccc(Br)c2)cc1 (centres undefined)	-0.6	12.2	0.9	0.1	1	0.9	-1.0	1	7.1	0.9
CCOc1ccc(NC(=O)CC(NCc2ccccn2)C(=O)O)cc1 (centres undefined)	-2.1	12.7	1.6	-69.9	0.7	0.9	-5.3	1.1	-57.5	0.9
CC1CCN(S(=O)(=O)c2cn(CC(=O)N3CCN(C)CC3)c(=O)c3ccccc23)CC1	-1.9	18.0	1	-9.1	0.9	0.8	-7.6	1.1	0.9	0.8
CCOC(=O)C1CCN(S(=O)(=O)Cc2ccc(Cl)cc2)CC1	-6.1	5.7	0.9	-9.5	1	0.9	-0.4	1	6.3	1
Cc1cc(C)cc(C(=O)/C=C2\NC(=O)CS2)c1	-5.7	1.3	1	-18.3	1.1	1	-6.1	1.1	1.0	1.1
CCN(C(=O)c1cc2cccc(OC)c2oc1=O)c1ccccc1	6.3	3.3	1	-6.9	1	1	-0.2	1	1.1	0.9

# Record cards (already shown):
# O=C(NCc1ccccn1)c1c(Cl)cccc1Cl in the list: Lmaj promast: -4.2; Diaphorase inh: 10.2; bIAP activator: 0.9; TNAP inh no acc: 0.5; PMI act hi M6P: 1; Diaphorase act: 0.9; TNAP inh hiacc: -9.6; TNAP act hi DEA: 1.1; bIAP inhibitor: 10.9; PMI activator: 1
# O=C1N=c2ccccc2=C1c1sc(Nc2ccc(O)cc2)nc1O in the list: Lmaj promast: 11.5; Diaphorase inh: 14.3; bIAP activator: 0.6; TNAP inh no acc: 81.6*; PMI act hi M6P: 1; Diaphorase act: 0.9; TNAP inh hiacc: 44.4; TNAP act hi DEA: 0.6; bIAP inhibitor: 38.6; PMI activator: 1
